DRD3 agonist = agonists of human D3 dopamine receptor | D3R DiscoveRx beta-arrestin cells, luminescence, 90 min | actives 0.58% (n = 410,000) | AID 652048 | max activation, %; in the data active = max activation above about 30%; also: 0% is about no effect; mostly tested at two doses, the higher about 12 µM
Target sequence (P35462 whole entry, looked up): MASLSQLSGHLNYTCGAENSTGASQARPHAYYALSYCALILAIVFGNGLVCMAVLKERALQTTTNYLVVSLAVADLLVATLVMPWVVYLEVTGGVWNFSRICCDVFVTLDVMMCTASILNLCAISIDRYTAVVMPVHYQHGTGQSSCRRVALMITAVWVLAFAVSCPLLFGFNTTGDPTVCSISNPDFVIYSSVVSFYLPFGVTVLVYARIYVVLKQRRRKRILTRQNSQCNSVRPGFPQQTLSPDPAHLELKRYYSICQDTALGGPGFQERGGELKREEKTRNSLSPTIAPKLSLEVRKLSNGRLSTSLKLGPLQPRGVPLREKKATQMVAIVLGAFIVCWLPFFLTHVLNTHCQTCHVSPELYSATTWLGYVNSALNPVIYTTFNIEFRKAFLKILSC
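Cells at 1500/well, incubated overnight, then treated with pinned compounds (dopamine as control) for 90 min at 37 degrees C. DiscoveRx reagent added for 30 - 60 minutes at room temperature; luminescence read.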
aSyn rescue = alpha-synuclein toxicity inhibition in yeast. Yeast expressing alpha-synuclein, growth rescue, BacTiter-Glo, 24 h. Potency, µM (titrated, usually from 46.1 µM), for the others: at the top dose growth rescue (activation), hits mostly activators. actives 0.14% (n = 370,000); also: potency is read from the fitted curve at half-maximal effect; % of control where 0% means no effect; nearly all actives have a fitted effect of over 65% in size
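Screening used galactose-induced yeast with toxic alpha-synuclein levels, exposed to compound for 24 hr at 30 deg C. Cell growth, read with BacTiter-Glo luminescence, gave the measured signal.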
HEK293 tox = cytotoxicity counter-screen for GLP-1 receptor inverse agonists. HEK293 cAMP-luciferase reporter cells, luminescence, 24 h. AID 624418. actives 0.13% (n = 410,000). Potency, µM (doses to about 38.3 µM), inactives show at the top dose activity change, negative = inhibition, usual class: inhibitors;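 also: loss of luciferase light is scored as toxicity; potency is read from the fitted curve at half-maximal effect; % is scaled to controls: 0 for no effect and ±100 for the full control effect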
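1536-well qHTS counterscreen of the MLSMR; 200 cells/uL, 12 h pre-incubation, 23 nL cpd, 24 h at 37 deg C 5% CO2, luciferase detection reagent, 12 min RT, luminescence. Inhibition = undesired.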
KB-V1 cytotox = KB-V1 MDR subline cytotoxicity; KB-V1 MDR cells viability, CellTiter-Glo, 72 h; Potency, µM (highest dose often 46.1 µM), for the others: at the top dose activity change, negative = cytotoxicity, actives largely listed as cytotoxic; actives 3.4% (n = 400,000); AID 1347076; also: potency is read from the fitted curve at half-maximal effect; % is scaled to controls: 0 for no effect and ±100 for the full control effect; nearly all actives have a fitted effect of over 60% in size
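Cells of the MDR subline KB-V1 are plated, dosed with compound at multiple concentrations, and incubated 72 h at 37 degrees C; CellTiter-Glo is then added and luminescence read after 10 min.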
DRD3 antagonist = D3 dopamine receptor (human) antagonism; P35462; D3R cells, DiscoveRx beta-arrestin luminescence, antagonist mode; hits give low values; max response, negative = inhibition, %; actives 2.5% (n = 360,000); AID 652054; in the data active = max response below about -50%; inconclusive = no clear call, values can overlap the other calls; also: % is scaled to controls: 0 for no effect and ±100 for the full control effect; mostly tested at two doses, the higher about 12 µM
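Cells expressing the human receptor were seeded at 1500 cells/well, incubated overnight at 37 degrees C in 5% CO2, then exposed to library compounds with dopamine controls for 90 minutes at 37 degrees C before luminescent detection.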
TDP-43 yeast inh = TDP-43 toxicity inhibition in yeast; TDP-43 expressing yeast growth rescue, BacTiter-Glo, 24 h; Potency, µM (doses to about 46.1 µM), inactives show top-dose growth rescue (activation), most hits filed as activators; actives 1.8% (n = 410,000); AID 652104; also: potency is read from the fitted curve at half-maximal effect; % of control where 0% means no effect; nearly all actives have a fitted effect of over 50% in size
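Yeast expressing TDP-43 (pregrown in raffinose, seeded at OD600=0.02 in galactose medium) exposed to compounds 24 hr at 30 deg C. Growth read by BacTiter-Glo luminescence; rescue of toxicity appears as increased signal.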
GLP-1R agonist = agonists of human GLP-1 receptor. P43220. HEK293 GLP-1R CRE-luciferase, luminescence, 4-6 h; cells express a hypersensitive GLP-1R form. Potency, µM (top dose mostly 45.6 µM), for inactives: at the top dose activation, actives largely listed as activators. actives 0.007% (n = 380,000). AID 624172; also: potency is read from the fitted curve at half-maximal effect; % of control where 0% means no effect
PTHR1 ag = PTHR1 (human) receptor agonism. Q03431. HEK293 GP2 PTHR1 cells, GloSensor cAMP luminescence, 1 h. Potency, µM (top dose mostly 115 µM), inactives show at the highest dose activation, usual class: activators. actives 0.075% (n = 410,000). AID 743266; also: potency is read from the fitted curve at half-maximal effect; nearly all actives have a fitted effect of over 55% in size; some results filed as inactive show a strong effect at the top dose; inactives centre near -15; many of its hits are not listed in these tables
Target sequence (Q03431 whole entry, looked up): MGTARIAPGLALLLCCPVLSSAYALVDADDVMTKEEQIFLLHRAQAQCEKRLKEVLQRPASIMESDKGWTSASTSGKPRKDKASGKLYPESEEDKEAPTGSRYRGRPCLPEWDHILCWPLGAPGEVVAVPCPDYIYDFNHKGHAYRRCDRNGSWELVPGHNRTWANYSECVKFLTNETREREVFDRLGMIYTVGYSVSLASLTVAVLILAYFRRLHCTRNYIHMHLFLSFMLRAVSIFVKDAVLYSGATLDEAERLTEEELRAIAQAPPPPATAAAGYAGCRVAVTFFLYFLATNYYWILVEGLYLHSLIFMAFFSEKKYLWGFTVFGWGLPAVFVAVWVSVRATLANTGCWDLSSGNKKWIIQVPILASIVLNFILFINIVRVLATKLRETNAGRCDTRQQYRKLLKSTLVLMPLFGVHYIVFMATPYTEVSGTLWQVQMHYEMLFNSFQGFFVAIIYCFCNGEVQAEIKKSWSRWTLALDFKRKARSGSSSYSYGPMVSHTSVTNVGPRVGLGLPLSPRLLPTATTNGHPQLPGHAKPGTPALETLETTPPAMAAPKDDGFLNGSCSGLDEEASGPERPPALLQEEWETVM
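HEK-293-derived GP2 cells expressing PTHR1 and a GloSensor cAMP reporter, 3,000/well, plated overnight, given luciferin plus IBMX (each 0.5 mM as added) for 1 h at 37 °C, then compound for 1 h at 37 °C. Luminescence was read after 15 min at room temperature.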
GLP-1R inv ag = acts as inverse agonist at human GLP-1 receptor. P43220. HEK293 GLP-1R CRE-luciferase, luminescence, 24 h; GLP-1R form is constitutively active. actives 1.6% (n = 410,000). Potency, µM (highest dose often 38.3 µM), for the others: top-dose activity change, negative = inhibition, most hits filed as inhibitors; also: potency is read from the fitted curve at half-maximal effect; % is scaled to controls: 0 for no effect and ±100 for the full control effect; nearly all actives have a fitted effect of over 55% in size
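Luminescence readout: a drop in cAMP-driven luciferase signal flags inverse agonism at a constitutively active GLP-1R stably expressed in HEK293. Compound exposure lasted 24 hr at 37 deg C, 5% CO2.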
* marks the source's active call; other numbers are inactive results; [ ] = another dose, or the depositor's remark. Unless noted, calls follow the shape of the dose curve; as a rule, active = well fitted curve in the direction sought with a large enough effect; inconclusive = small, poorly fitted or top-dose-only effect, or another doubt; inactive = no such curve, though single readings can be large; an effect the other way counts as inactive or inconclusive. Only part of the results is shown. The share of hits here may be higher or lower than overall.

Results for CCOC(=O)Cn1c(=O)n(-c2ccccc2OC)c2nc(-c3ccc(C(C)C)cc3)nc(C(N)=O)c21 ?
DRD3 agonist: 6; aSyn rescue: 1%; HEK293 tox: -6%; KB-V1 cytotox: -11%; TDP-43 yeast inh: 22%; GLP-1R agonist: 6%; PTHR1 ag: -13%; GLP-1R inv ag: -42%

What do the screens show for `COc1ccccc1CNC(=O)C1CCN(c2nnc(C)c3c(C)n(-c4ccccc4)nc23)CC1`?
DRD3 agonist: 3; HEK293 tox: -8%; TDP-43 yeast inh: 0%; PTHR1 ag: -3%; GLP-1R inv ag: 7%

Results for Cc1ccc(S(=O)(=O)Nc2ccc3[nH]ccc3c2)cc1 ?
DRD3 agonist: 1; aSyn rescue: 5%; HEK293 tox: 14%; KB-V1 cytotox: -3%; DRD3 antagonist: 24; TDP-43 yeast inh: 3%; GLP-1R agonist: 2%; PTHR1 ag: inactive; GLP-1R inv ag: -14%

What do the screens show for `Cc1ccc(N/C=C(/C#N)c2ccsc2)cc1`?
DRD3 agonist: -13; aSyn rescue: -2%; HEK293 tox: -9%; KB-V1 cytotox: -8%; DRD3 antagonist: 2; TDP-43 yeast inh: 1%; GLP-1R agonist: 8%; PTHR1 ag: -5%[57.5 µM]; GLP-1R inv ag: inconclusive

How did COc1cccc2c1CCc1c-2nc2ccccc2c1C(=O)O do in these assays?
DRD3 agonist: -3; aSyn rescue: -5%; HEK293 tox: 8%; KB-V1 cytotox: -22%; DRD3 antagonist: -15; TDP-43 yeast inh: -12%; GLP-1R agonist: -3%; PTHR1 ag: -28%; GLP-1R inv ag: inconclusive

What do the screens show for `Cn1c(CCN2CCCCC2)nc2cc(NC(=O)C3CCCCC3)ccc21`?
DRD3 agonist: -12; aSyn rescue: -2%; HEK293 tox: 8%; KB-V1 cytotox: 13%; DRD3 antagonist: -27; TDP-43 yeast inh: 4%; GLP-1R agonist: -1%; PTHR1 ag: -4%[57.5 µM]; GLP-1R inv ag: -9%

How did COc1ccccc1CNC(=O)COC(=O)C1=COCCO1 do in these assays?
DRD3 agonist: -1; aSyn rescue: 2%; HEK293 tox: -4%; KB-V1 cytotox: 3%; DRD3 antagonist: 4; TDP-43 yeast inh: 8%; GLP-1R agonist: 3%; PTHR1 ag: inactive; GLP-1R inv ag: -16%

Results for Cc1nnc(NC(=O)c2ccc(F)c(S(=O)(=O)N3CCCCC3)c2)s1 ?
DRD3 agonist: -6; aSyn rescue: 0%; HEK293 tox: 3%; KB-V1 cytotox: inconclusive; DRD3 antagonist: 1; TDP-43 yeast inh: 1%; GLP-1R agonist: 2%; PTHR1 ag: -31%[inhibitor]; GLP-1R inv ag: 22%

How did Cc1cccc(C)c1NC(=O)COC(=O)C1CC1 do in these assays?
DRD3 agonist: 4; aSyn rescue: 1%; HEK293 tox: -8%; KB-V1 cytotox: -6%; DRD3 antagonist: 16; TDP-43 yeast inh: 9%; GLP-1R agonist: -2%; PTHR1 ag: inactive; GLP-1R inv ag: 9%

What do the screens show for `O=C(Nc1ccc(OC(F)(F)C(F)F)c(NC(=O)c2ccc(F)cc2)c1)c1ccc(F)cc1`?
DRD3 agonist: 8; aSyn rescue: 0%; HEK293 tox: 0%; KB-V1 cytotox: 0%; DRD3 antagonist: 13; TDP-43 yeast inh: 10%; GLP-1R agonist: 3%; PTHR1 ag: -23%; GLP-1R inv ag: 0%

How did COc1ccc(S(=O)(=O)N(C)CC(=O)NCCC2=CCCCC2)cc1OC do in these assays?
DRD3 agonist: -12; aSyn rescue: -8%; HEK293 tox: 6%; KB-V1 cytotox: -16%; DRD3 antagonist: -18; TDP-43 yeast inh: -19%; GLP-1R agonist: 30%; PTHR1 ag: inactive; GLP-1R inv ag: 28%

How did CCN(Cc1ccncc1)C(=O)c1ccc(C)c(S(=O)(=O)N2CCCCC2)c1 do in these assays?
DRD3 agonist: -14; aSyn rescue: 1%; HEK293 tox: -20%; DRD3 antagonist: -28; TDP-43 yeast inh: -19%; GLP-1R agonist: -2%; PTHR1 ag: -90%[inhibitor]; GLP-1R inv ag: -7%

Results for CSCc1ccc(C(=O)NCc2ccc(F)cc2)cc1 ?
DRD3 agonist: -2; aSyn rescue: 4%; HEK293 tox: 23%; KB-V1 cytotox: -20%; DRD3 antagonist: 0; TDP-43 yeast inh: 5%; GLP-1R agonist: 17%; PTHR1 ag: -3%; GLP-1R inv ag: -9%

How did CNC(=O)CCCN1C(=O)c2ccccc2Sc2ncccc21 do in these assays?
DRD3 agonist: 6; aSyn rescue: 2%; HEK293 tox: -4%; KB-V1 cytotox: 25%; DRD3 antagonist: 12; TDP-43 yeast inh: 23%; GLP-1R agonist: -4%; PTHR1 ag: inactive; GLP-1R inv ag: 7%

What do the screens show for `COc1ccc2c(c1)nc(N)n2Cc1ccccc1`?
DRD3 agonist: 0; aSyn rescue: -3%; HEK293 tox: -9%; KB-V1 cytotox: -10%; DRD3 antagonist: 27; TDP-43 yeast inh: 18%; GLP-1R agonist: 0%; PTHR1 ag: -4%; GLP-1R inv ag: -18%

Results for O=C1O[C@@H](c2ccc(O)cc2)Cc2cccc(O)c21 ?
DRD3 agonist: 6; aSyn rescue: 13%; HEK293 tox: -1%; KB-V1 cytotox: -7%; DRD3 antagonist: 11; TDP-43 yeast inh: inconclusive; GLP-1R agonist: 8%; PTHR1 ag: 0%; GLP-1R inv ag: 15%

What do the screens show for `Cc1nnc(SCC(=O)Nc2cccc(S(=O)(=O)N3CCCC3)c2)n1C1CC1`?
DRD3 agonist: -4; aSyn rescue: -6%; HEK293 tox: -1%; KB-V1 cytotox: 1%; DRD3 antagonist: -15; TDP-43 yeast inh: 21%; GLP-1R agonist: 5%; PTHR1 ag: -5%; GLP-1R inv ag: 26%

Results for COc1ccc(CC(N)c2csc(NC(=O)Nc3ccccc3-c3ccccc3)n2)cc1 (stereo not drawn) ?
DRD3 agonist: 5; aSyn rescue: -14%; HEK293 tox: -4%; KB-V1 cytotox: inconclusive; DRD3 antagonist: 9; TDP-43 yeast inh: 19%; GLP-1R agonist: -9%; PTHR1 ag: inactive; GLP-1R inv ag: inconclusive

How did O=C(COc1ccc(Cl)cc1Br)N1CCN(c2ncccn2)CC1 do in these assays?
DRD3 agonist: -2; aSyn rescue: inconclusive; HEK293 tox: 10%; KB-V1 cytotox: 0%; DRD3 antagonist: -9; TDP-43 yeast inh: -3%; GLP-1R agonist: 7%; PTHR1 ag: -14%; GLP-1R inv ag: -20%

What do the screens show for `CC(=O)c1cnc(N(C)C)s1`?
DRD3 agonist: 0; aSyn rescue: 0%; HEK293 tox: -11%; KB-V1 cytotox: 16%; DRD3 antagonist: 11; TDP-43 yeast inh: 16%; GLP-1R agonist: 1%; PTHR1 ag: inactive; GLP-1R inv ag: 3%

Results for COc1ccccc1NC(=O)C1=C(C)Nc2nc(SC)nn2C1c1ccccc1Cl (stereo not drawn) ?
DRD3 agonist: 6; HEK293 tox: -5%; KB-V1 cytotox: inconclusive; TDP-43 yeast inh: 11%; GLP-1R agonist: 2%; PTHR1 ag: -14%; GLP-1R inv ag: 19%

Results for COc1cccc(-n2cnc3sc(-c4ccccc4)cc3c2=O)c1 ?
DRD3 agonist: 4; aSyn rescue: 1%; HEK293 tox: 12%; KB-V1 cytotox: -1%; DRD3 antagonist: -5; TDP-43 yeast inh: -4%; GLP-1R agonist: 8%; PTHR1 ag: -15%; GLP-1R inv ag: 19%

How did Cc1ccc2c(c1)N(CC(=O)NCC1CCCO1)C(=O)CO2 (stereo not drawn) do in these assays?
DRD3 agonist: -10; aSyn rescue: 2%; HEK293 tox: -3%; KB-V1 cytotox: 17%; DRD3 antagonist: 5; TDP-43 yeast inh: 2%; GLP-1R agonist: 4%; PTHR1 ag: inactive; GLP-1R inv ag: 13%

How did Cc1ccc(C)c(N2CCN(S(=O)(=O)c3ccc4c(c3)CCCN4C(=O)C3CCC3)CC2)c1 do in these assays?
DRD3 agonist: -6; HEK293 tox: 4%; KB-V1 cytotox: 3%; TDP-43 yeast inh: 17%; PTHR1 ag: -81%[inhibitor]; GLP-1R inv ag: 18%

Results for CCN1C(=S)N[C@@H](CCc2ccccc2)[C@H](C(=O)OC)[C@H]1C ?
DRD3 agonist: -14; aSyn rescue: -2%; HEK293 tox: 4%; KB-V1 cytotox: -2%; DRD3 antagonist: -63*; TDP-43 yeast inh: 2%; GLP-1R agonist: 3%; PTHR1 ag: 3%; GLP-1R inv ag: 8%

Results for CCOC(=O)N1CCN(C(=O)c2cccc(NC(=O)c3ccco3)c2)CC1 ?
DRD3 agonist: -11; aSyn rescue: -12%; HEK293 tox: 52%[activator]; KB-V1 cytotox: -6%; DRD3 antagonist: -8; TDP-43 yeast inh: 24%; GLP-1R agonist: -1%; PTHR1 ag: inactive; GLP-1R inv ag: 4%

Results for COc1ccc2oc(=Nc3ccccc3)c(-c3nc4ccccc4[nH]3)cc2c1 ?
DRD3 agonist: -2; aSyn rescue: 6%; HEK293 tox: 116%[activator]; KB-V1 cytotox: inconclusive; DRD3 antagonist: 0; TDP-43 yeast inh: 13%; GLP-1R agonist: 0%; PTHR1 ag: -28%; GLP-1R inv ag: -1%

Results for CC(C)c1ccc(NC(=O)c2cccc(NC3=NC4CS(=O)(=O)CC4S3)c2)cc1 (stereo not drawn) ?
DRD3 agonist: 3; aSyn rescue: -6%; HEK293 tox: 1%; KB-V1 cytotox: -1%; DRD3 antagonist: -19; TDP-43 yeast inh: 8%; GLP-1R agonist: -3%; PTHR1 ag: inactive; GLP-1R inv ag: -4%

Source: PubChem BioAssay (National Center for Advancing Translational Sciences (NCATS))
